# High-throughput results: PubChem BioAssay, National Center for Advancing Translational Sciences (NCATS)
# ERK EGF block: inhibitors of EGF-stimulated ERK signaling pathway; HEK293-V1b, EGF-stimulated phospho-ERK AlphaScreen; Potency, µM (top dose mostly 11.5 µM), for the others: at the top dose activity change, negative = inhibition, actives largely listed as inhibitors; 130,000 tested, 0.41% active; AID 1454; active = well fitted inhibition curve with a large enough effect; inconclusive = small, poorly fitted or top-dose-only effect, or effect the other way;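 also: plate controls were stimulated vehicle wells for no effect and unstimulated vehicle basal for full effect; nearly all actives have a fitted effect of over 55% in size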
#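 EGF-stimulated (25 nM, 5 min) phospho-ERK in HEK293 cells stably expressing V1b, cells pretreated 30 min with compound at 37C. Homogeneous AlphaScreen read on lysates.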
# * = called active by the depositor; ? = inconclusive; [ ] = dose if it differs, or a comment. Potency is read from the fitted curve at half-maximal effect. An excerpt (hit frequency here may not be typical).
canonical_smiles	ERK EGF block
CCN(CC)CCn1c(SCC(=O)Nc2cccc(OC)c2)nc2c(sc3ccccc32)c1=O	-22%
CCCc1cc(C(=O)NNC(=S)Nc2cccc(C)c2)cs1	-7%
COc1cc(C(=O)N=c2sc3ccccc3n2C)cc(OC)c1OC	-6%
Cn1nc(NC(=O)C2CCC2C(=O)O)c2c(F)cccc21 (stereo unspecified)	-2%[57.5 µM]
O=C(NCc1ccco1)c1ccc(Cl)c(S(=O)(=O)Nc2ccccc2)c1	1%
CCCCCOC(=O)NC1CCS(=O)(=O)C1 (stereo unspecified)	0%
Cc1ccccc1C(=O)Nc1ccc(O)cc1C(=O)O	0%
Clc1ccc(-c2c[n+](Cc3ccc(Br)cc3)c3n2CCCCC3)cc1	-5%[57.5 µM]
Cc1cccc(NC(=O)CN2C(=O)N/C(=C\c3cccn3-c3cccc(C(=O)O)c3)C2=O)c1	-8%
O=C(Nc1ccc2oc(-c3ccccc3)nc2c1)c1ccccc1F	3%
COc1ccc(Br)c(C(=O)NC(C)(C)CO)c1	15%[57.5 µM]
Cc1cc(C)n(-c2ccc(C(=O)NCCCN3CCOCC3)cc2)n1	9%

# Another view of part of the listing above.
> Clc1ccc(-c2c[n+](Cc3ccc(Br)cc3)c3n2CCCCC3)cc1
  ERK EGF block = -5%[57.5 µM]

> Cc1cccc(NC(=O)CN2C(=O)N/C(=C\c3cccn3-c3cccc(C(=O)O)c3)C2=O)c1
  ERK EGF block = -8%

> O=C(Nc1ccc2oc(-c3ccccc3)nc2c1)c1ccccc1F
  ERK EGF block = 3%

> COc1ccc(Br)c(C(=O)NC(C)(C)CO)c1
  ERK EGF block = 15%[57.5 µM]

# Next part.
canonical_smiles	ERK EGF block
COc1ccc(/C=N\Nc2ccc([N+](=O)[O-])cc2[N+](=O)[O-])c(C(=O)O)c1OC	?
N#CCC(=O)Nc1ccc(C(=O)NCc2cccc(Cl)c2)cc1	7%[57.5 µM]
COc1ccc2cc(CN(CC3CCCO3)C(=S)NCc3ccco3)c(=O)[nH]c2c1 (stereo unspecified)	-2%
NC(=O)[C@@H]1CCCCNc2c(I)cc([N+](=O)[O-])cc2C(=O)N[C@@H](CCC(=O)O)C(=O)N[C@@H](CO)C(=O)N1	0%
CC(=O)Nc1sc(C)c(C)c1C(=O)OCC(=O)Nc1cc(S(C)(=O)=O)ccc1Cl	0%[57.5 µM]
Cc1ccc(NC(=S)N(N)CCO)cc1	10%
CC(NC(=O)c1cc2ccccc2o1)c1ccccc1 (stereo unspecified)	3%
O=C(NNc1nc2cc3c(cc2s1)OCO3)c1cccc(F)c1	18µM*
Cc1noc(C)c1N=Nc1ccccc1C(=O)O	-4%[57.5 µM]
COc1cc(NC(=O)c2ccc3snnc3c2)cc(OC)c1	-4%[57.5 µM]
Cc1cc(NC(=O)C2CC2)n(-c2nc3ccccc3s2)n1	-2%
COC(=O)C1=NN(c2ccccc2)C2C(=O)N(c3ccccc3OC)C(=O)C12 (stereo unspecified)	-2%
COc1ccc2c(c1)C(=O)[C@H](OC(=O)Nc1cc(OC)c(OC)c(OC)c1)[C@@H](c1ccc(OC)c(Br)c1)O2	3%
O=C(CN1CCCC1)Nc1cc(C(F)(F)F)ccc1Cl	2%
COC(=O)N/N=C(\CCC(=O)O)c1cccs1	-4%[57.5 µM]
CCc1c(C)sc(NC(=O)c2cc(C(C)C)on2)c1C#N	-15%
Cc1ccc(-n2c(SCC(=O)N/N=C/c3ccccc3C(=O)O)nnc2-c2ccccc2)cc1	-8%[57.5 µM]
O=C(NC(=S)Nc1cccc2cnccc12)c1ccccc1	?
Cc1ccc(C(O)(C(=O)NNc2ccccn2)c2ccc(C)cc2)cc1	-9%
O=C(NCc1ccco1)c1nc(-c2ccc(F)cc2)no1	-9%
COc1ccc(-c2oc3ccccc3c(=O)c2O)cc1	1%
O=Cc1[nH]c2ccccc2c1N(C(=O)CCl)c1ccccc1	-4%[57.5 µM]
NS(=O)(=O)c1ccc(NC(=O)c2cccc(Cl)c2)cc1	4%[57.5 µM]
O=C(O)C1CC=CCC1C(=O)Nc1ccc(N2CCN(Cc3ccccc3)CC2)cc1 (stereo unspecified)	6%
CC(NC(=O)c1ccc(N(C)C)cc1)c1ccc(F)cc1 (stereo unspecified)	0%
COc1ccc(CC(=O)NNS(=O)(=O)c2ccccc2)cc1OC	12%
Cc1nc([N+](=O)[O-])c(Br)n1CC(=O)c1cccc([N+](=O)[O-])c1	34%
CCC1Sc2ccccc2N(CC(=O)NC2CCCC2)C1=O (stereo unspecified)	-1%
Cc1ccc(-c2ccc(SCC(=O)Nc3ccc4c(c3)OCCO4)nn2)cc1	3%
CC(=O)OC[C@H]1O[C@H](C/C=N/OC[C@@H](O)[C@H]2O[C@@H]3OC(C)(C)O[C@@H]3[C@H]2O)C=C[C@@H]1OC(C)=O	4%
O=C(CSc1nc2ccccc2c(=O)n1-c1ccccc1F)Nc1ccc2c(c1)CCC2	-4%
O=c1c(-c2ccccc2)nc2cnc(N3CCOCC3)nc2n1-c1ccccc1	?
CCOC(=O)N1CCc2c(sc3ncn(C)c(=O)c23)C1	-2%[57.5 µM]
CC(C)CN1C(=O)C(NC(=O)C2CC2)(C(F)(F)F)C2=C1CC(C)(C)CC2=O (stereo unspecified)	2%
CC(OCCN(C)C)C(=O)C12CC3CC(CC(C3)C1)C2 (stereo unspecified)	0%[57.5 µM]
COC(=O)c1ccc(Sc2ccccn2)c([N+](=O)[O-])c1	1%
CCc1nnc(NC(=O)c2oc3cc(C)c(C)cc3c2C)s1	-10%
O=C(Nc1ccsn1)c1ccc(Cl)cc1Cl	19%[57.5 µM]
Cc1cccc(Oc2nc3c(c(=O)n(C)c(=O)n3C)n2C)c1	-8%
CC(C)CN1C(=O)C(=O)N(CC(=O)NC2CCCc3ccccc32)C1=O (stereo unspecified)	-7%
Cc1cccc(C)c1NC(=O)CNCC(=O)N(C)C	2%
CC(C)c1cc(C(=O)N/N=C/c2cccnc2)cs1	-11%
N#CC1CN(Cc2ccccc2)CN(Cc2ccccc2)C1	-19%[57.5 µM]
COc1ccccc1NS(=O)(=O)c1ccc(OC)c([N+](=O)[O-])c1	1%
CCCCn1c2c(c3ccccc31)CCc1nonc1-2	14%
Cc1ccc(NC(=S)N/N=C/c2ccc([N+](=O)[O-])s2)cc1	?
CC(=O)N1N=C(N)SC1(C)C	-12%
O=C(O)c1ccccc1-c1nc2cc(Cl)ccc2c(=O)n1O	1%
COC(=O)c1ccc(N2OC3(C)C=CC2CC3)cc1 (stereo unspecified)	-28%
COc1cc(SC)ccc1C(=O)N1CC(C)OC(C)C1 (stereo unspecified)	6%
Cc1noc(C)c1COc1ccc(C(=O)OCC(=O)NCCN2C(=O)CSC2=O)cc1	6%
CCOC(=O)c1oc2ccccc2c1CSc1nnnn1-c1ccc(C)cc1	-1%
N#Cc1cc(N)ccc1-n1cccc1	-16%[57.5 µM]
C=CCn1c(C)cc(C(=O)COC(=O)[C@@H](NC(=O)c2ccccc2Cl)C(C)C)c1C	-1%
CN(Cc1ccc(F)cc1)C(=O)c1cccc(OC2CCN(C3CCCC3)CC2)c1	6%
O=C(O)C1CC=CCC1C(=O)Nc1ccccc1C(=O)N1CCN(c2ccc(Cl)cc2)CC1 (stereo unspecified)	-5%
Cc1ccccc1Oc1cc(NC(=O)Cn2cnc([N+](=O)[O-])c2)cc([N+](=O)[O-])c1	-3%
CCOC(=O)N1CCN(C(=O)COc2cccc3c2CCN(Cc2cccc(C)c2)C3=O)CC1	7%
COC(=O)c1[nH]c2cc(OC)ccc2c1NC(=O)c1c(F)cccc1F	13%[57.5 µM]
Cc1cc(C)n(-c2ccc(C(=O)Nc3cccc(S(=O)(=O)N(C)C)c3)cc2)n1	5%

# Continued.
canonical_smiles	ERK EGF block
O=C1c2cccnc2C(Nc2ccc(F)c(Cl)c2)N1Cc1cccs1 (stereo unspecified)	-6%
CC(C)OC(=O)CSc1nnc(COc2ccc([N+](=O)[O-])cc2)n1C	10%
CC(C)(C)C1CCC(OCC(O)CN2CCN(c3ccccn3)CC2)CC1 (stereo unspecified)	5%
COc1ccc(C(=O)NCC(=O)OCc2ccc(F)cc2)cc1	1%
C[N+]1(C)C2CCC1CC(OC(=O)C(O)c1ccccc1)C2 (stereo unspecified)	10%
Nc1nc2ncc(C(=O)c3cc(F)ccc3O)cc2s1	2%[57.5 µM]
COc1ccc(NC(=O)Nc2nnc(CC(=O)Nc3ccccc3)s2)cc1	0%[57.5 µM]
CCn1ccnc1CN(C)Cc1nc(-c2ccccc2)no1	-2%
CCN(CCO)Cc1csc2ccc(C(C)(C)C)cc12	-4%
FC(F)(F)Oc1ccc(NC(=S)NCCCN2CCOCC2)cc1	?
COc1ccc(C)cc1S(=O)(=O)N(C)CC(=O)NC1CCCC1	1%
O=C(NCCN1CCC(Cc2ccccc2)CC1)C1CCN(S(=O)(=O)N2CCC3(CC2)OCCO3)CC1	-2%
Cc1ccc(N/C=C(\C#N)S(=O)(=O)c2ccccc2)cc1	-4%
CCCCC(=O)NC(NC(=O)CCCC)c1ccc(OCC(C)C)c(OC)c1	11%
O=C(c1ccccc1)N1N=C(c2ccccc2)CC1c1ccc2nccnc2c1 (stereo unspecified)	-10%
O=C(CCl)c1ccc2c(c1)CCN2C(=O)C1CC1	-14%
Clc1ccc(CO/N=C/c2cccs2)cc1	-3%[57.5 µM]
CC1=C(C(=O)Nc2ccc(C)cc2C)C(c2cccc([N+](=O)[O-])c2)n2nc(C(=O)OC(C)C)nc2N1 (stereo unspecified)	1%
O=C(O)CCC(=O)Nc1ccccc1C(=O)N1CCN(c2ccc(Cl)cc2)CC1	10%
Cc1cc(=O)oc2cc(OCC(=O)c3ccc4c(c3)NC(=O)CO4)ccc12	8%
Cc1c(C(=O)Nc2ccccc2C(=O)N2CCOCC2)cccc1[N+](=O)[O-]	0%
CCN(CC(=O)Nc1ccc(Cl)c(S(=O)(=O)N(C)C)c1)Cc1nc2ccccc2c(=O)[nH]1	-6%
C=CCn1c(-c2cc3c(s2)CCC(CC)C3)n[nH]c1=S (stereo unspecified)	0%
Cc1ccc(CNC(=O)C2CC(=O)N(CCC(C)C)C2)cc1 (stereo unspecified)	-4%
O=C(NC1CC1)c1sc2cc([N+](=O)[O-])ccc2c1Cl	-9%
Cc1ccc(-n2c(N)c(S(=O)(=O)c3ccccc3)c3nc4ccccc4nc32)cc1	2%
CC(CC(C)C(=O)Nc1ccccc1C(C)(C)C)C(=O)O (stereo unspecified)	6%
O=C(Nc1ccc(S(=O)(=O)Nc2ccccn2)cc1)C(F)(F)F	0%[57.5 µM]
COc1cccc(-n2c(=O)n(Cc3ccccc3)c(=O)c3[nH]cnc32)c1C	2%[57.5 µM]
Cc1ccc(Nc2n[nH]c(C)c2[N+](=O)[O-])c(C)c1	8%
Cc1ccc(C(=O)CSc2nnnn2Cc2ccccc2)cc1C	2%[57.5 µM]
Cc1nc2ncnn2c(C)c1C/C=C/c1ccccc1	5%
Cc1n[nH]c(=S)n(/N=C/c2cccc([N+](=O)[O-])c2)c1=O	-1%[57.5 µM]
O=C(CN1CCCCCC1)NN(Cc1ccccc1)c1ccccc1	-13%[57.5 µM]
O=C(c1ccccc1)c1cccs1	5%
CCCNC(=O)c1cc(-c2ccco2)on1	6%
CCN(CC(=O)NC1CCS(=O)(=O)C1)S(=O)(=O)c1ccc(F)cc1 (stereo unspecified)	-3%
Cc1cc(N2CCOCC2)nc2ccc(NC(=S)NCc3ccc4c(c3)OCO4)cc12	0%
Clc1ccc(-c2nc3ccccc3nc2-c2ccccc2)cc1	5%
CCOc1ccccc1C(=O)NC(C(=O)NCc1ccccc1OC)C(C)C (stereo unspecified)	-9%
NS(=O)(=O)c1ccc(N=Nc2ccc(=O)[nH]c2O)cc1	6%[57.5 µM]
CCCCCC(=O)NNC1=NCC(Cc2cccc(Cl)c2)S1 (stereo unspecified)	1%
Cc1cc(C)c(NC(=O)C2CCCN2CCOC(=O)c2ccccc2)c(C)c1 (stereo unspecified)	14%
CCc1ccc(S(=O)(=O)/N=C2\C=CC(=O)c3ccccc32)cc1	5%
CC(C)(O)CC[C@@H](O)[C@](C)(O)[C@H]1CC[C@@]2(O)C3=CC(=O)[C@@H]4C[C@@H](O)[C@@H](O)C[C@]4(C)C3CC[C@]12C (stereo partly specified)	-11%[57.5 µM]
CC(C)c1ccc(OCC(=O)NCCO)cc1	-4%
Cc1ccccc1C(=O)N(Cc1nc2ccccc2c(=O)[nH]1)C1CCCC1	3%
CCCOc1ccc(N2C(=O)CC(N(CCc3ccccc3)C(=O)c3ccccc3)C2=O)cc1 (stereo unspecified)	3%
COc1ccc(CCN2C(=O)CC(Cc3ccc(Br)cc3)C2=O)cc1OC (stereo unspecified)	4%
COc1cc(CNc2ncn[nH]2)ccc1OCc1cccc(C)c1	2%
Cc1ccnc(NC(=O)COc2c(C)cc(C)cc2[N+](=O)[O-])c1	-4%

# Individual results from above.
# CCCCCC(=O)NNC1=NCC(Cc2cccc(Cl)c2)S1 (stereo unspecified) in ERK EGF block is entered as 1%
# CCOc1ccccc1C(=O)NC(C(=O)NCc1ccccc1OC)C(C)C (stereo unspecified) in ERK EGF block is entered as -9%
# CCc1ccc(S(=O)(=O)/N=C2\C=CC(=O)c3ccccc32)cc1 in ERK EGF block is entered as 5%

# Some of these compounds in order of their number in ERK EGF block, falling:
canonical_smiles	ERK EGF block
COc1ccc(CCN2C(=O)CC(Cc3ccc(Br)cc3)C2=O)cc1OC (stereo unspecified)	4%
COc1cc(CNc2ncn[nH]2)ccc1OCc1cccc(C)c1	2%
CCOc1ccccc1C(=O)NC(C(=O)NCc1ccccc1OC)C(C)C (stereo unspecified)	-9%
